Screening results deposited in PubChem by several laboratories.
VIM-2 inhibitor: inhibitors of Pseudomonas aeruginosa VIM-2 metallo-beta-lactamase. purified VIM-2, nitrocefin hydrolysis, epi-absorbance fluorescence. 290,000 compounds, 0.89% hits. inhibition, % at 5.6 µM. AID 1527;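 active means inhibition above the mean of all tested compounds plus 3 SD, cutoff set per screening run, cut at about 7.5% in these data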;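 further: red hydrolysis product quenches plate fluorescence so inhibitors raise well fluorescence; 0% = enzyme with DMSO and 100% = DMSO without enzyme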
NALP1 inh: NALP1 inhibition | S. cerevisiae NALP1/ASC/caspase-1 growth, X-gal OD620, 72 h | inhibition, % at 10 µM | 280,000 compounds, 0.61% hits | AID 2071; in the data active means inhibition mostly above about 24%, no sharp cut-off; inactive means mostly below about 32%; further: some compounds called inactive have numbers as strong as hits
MEKK2wt PB1 HTS: raises or lowers MEK5 binding to wildtype human MEKK2 PB1 domain; Q9Y2U5; bead flow cytometry, Alexa488-MEK5 binding to MEKK2 WT; actives lie on both sides; binding response (% of control), % at 10 µM; 290,000 compounds, 1.1% hits; AID 1531; in the data active means binding response below about 67% or above about 130%
UBC9 SUMO inh: SUMOylation inhibition; inhibition, % at 35 µM; HTRF SUMOylation assay, SAE1/SAE2 + UBC9, in vitro; 290,000 compounds, 0.36% hits; P63279; in the data active means inhibition above about 50%, passing the limit was not always enough; further: strong numbers were not always called active
Target sequence (P63279 whole entry, looked up): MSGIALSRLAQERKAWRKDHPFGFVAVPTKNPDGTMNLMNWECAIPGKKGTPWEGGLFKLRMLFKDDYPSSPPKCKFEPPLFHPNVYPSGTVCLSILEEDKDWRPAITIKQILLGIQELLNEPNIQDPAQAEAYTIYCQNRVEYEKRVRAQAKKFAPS
MEKK2 mut-MEK5: signal of MEK5 binding to mutant human MEKK2 PB1 domain; bead flow cytometry, Alexa488-MEK5 binding to MEKK2 mutant; percent response, % at 10 µM; 290,000 compounds, 0.35% hits; in the data active means percent response above about 24%, passing the limit was not always enough; further: inactives centre near 1; some results filed as inactive read as strong as hits
HCV NS3 hel inh: inhibitors of Hepatitis C virus NS3 helicase; 290,000 compounds, 0.56% hits; AID 1800; inhibition, % at 10.9 µM; NS3 helicase DNA unwinding, Cy5 molecular beacon fluorescence;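 active means inhibition above the mean of all tested compounds plus 3 SD, set per campaign, cut at about 35% in these data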;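 further: 0% = DMSO wells and 100% = thioflavine S control wells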
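Compound dosing – single dose, 10.9 µM nominal final, DMSO 0.8% final · System – NS3 helicase fragment of HCV · Buffer or medium – MOPS pH 6.5, MgCl2, DTT, Tween20, BSA · Signal – Cy5 beacon fluorescence read at start and 1 h · Also added – annealed dual-labelled DNA beacon duplex, ATP-started · Schedule – 1 h at 25 °C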
PfM18AAP inh: PfM18AAP enzyme inhibition; recombinant PfM18AAP, H-Glu-NHMec fluorogenic cleavage; inhibition, % at 7.35 µM; 290,000 compounds, 1.2% hits; AID 1822;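 active means inhibition above the campaign mean inhibition over all tested compounds plus 3 SD, cut at about 28% in these data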;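 further: 0% = plate median of test compound wells and 100% = 2 mM ZnCl2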
FID counter: displaces DNA intercalator in HCV helicase counter-screen. DNA fluorescent intercalator displacement, fluorescence. inhibition, % at 7.9 µM. 290,000 compounds, 0.17% hits; in the data active means inhibition above about 37%;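 further: 0% = vehicle and 100% = reference compound; higher means more ethidium bromide displaced from hairpin DNA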
IMP-1 inhibitor: blocks Pseudomonas aeruginosa IMP-1 metallo-beta-lactamase | 290,000 compounds, 0.45% hits | inhibition, % at 5.6 µM | purified IMP-1, nitrocefin hydrolysis, epi-absorbance fluorescence;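 active means inhibition above the mean plus 3 SD of all compounds in the same screening run, cut at about 4.5% in these data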;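 further: 0% = IMP-1 with DMSO and 100% = DMSO wells lacking enzyme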
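Test system: recombinant IMP-1 enzyme, purified / Medium: HEPES buffer pH 7.1 with ZnSO4 and Brij 35 / Doses: single dose, 5.6 µM / Times: 25 °C, 15 min preincubation, 25 min reaction / Detection: Epi-absorbance via hydrolysed-nitrocefin quenching of white-plate fluorescence, 480/530 nm, EDTA stop / Evaluation: percent inhibition from optical density relative to buffer-blank wells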
Starred values were filed as active, the others as inactive; nt = not tested or not shown; [ ] = another dose, or the depositor's remark.

SMILES	VIM-2 inhibitor	NALP1 inh	MEKK2wt PB1 HTS	UBC9 SUMO inh	MEKK2 mut-MEK5	HCV NS3 hel inh	PfM18AAP inh	FID counter	IMP-1 inhibitor
Cc1ccc(C(c2nnnn2CC2CCCO2)N2CCN(Cc3ccccc3)CC2)cc1 (stereo not drawn)	0.1	-15	98	-1	-9	-9	-2	17	0.1
CC1(C)C(N(O)C(=O)Nc2ccc(Cl)cc2)N(c2ccc(Cl)cc2)C(=O)N1CC(=O)NN (stereo not drawn)	-3.5	9	93	-32	-3	0	0	-14	-1.8
COc1ccccc1CNC(=O)c1csc(Cc2ccc(Cl)cc2)n1	1.1	16	100	8	-2	-12	3	-19	-0.5
CCc1cc(CNC(=O)C2CCC(=O)N(Cc3cccc(F)c3)C2)on1 (stereo not drawn)	0.6	5	104	-4	-6	7	0	-7	-2.2
Cc1c(C(=O)NCCSCc2c(F)cccc2Cl)cnn1-c1ccc(F)cc1	-0.5	27	87	-9	-14	-5	3	-38	-3.2
CN=C(Nc1ccc(C(=O)OC)s1)c1ccc(Cl)cc1	-1.6	-11	58	1	-13	-7	0	-2	-1.9
CCCC(=O)C1=C(O)C(C(=O)OC)C(C)(C)CC1=NC(C)(C)C (stereo not drawn)	1.8	34	96	-7	0	25	-14	-12	0.0
O=C(/C=C/c1ccco1)Nc1ccccc1C(=O)Nc1cccc(C(=O)O)c1	-2.9	4	108	26	12	23	7	-33	-2.4
C=C(C)COc1ccc(-c2ncncc2-c2ccc(Br)cc2)c(O)c1	-0.7	0	100	1	4	-2	-2	-20	-1.9
COc1ccccc1Oc1ccc(N2CC(C(=O)OCC(=O)c3ccccc3)CC2=O)cc1 (stereo not drawn)	0.5	4	9.0*[inhibitor]	-3	-13	-20	-6	-53	-1.4
COc1ccc(OC)c(NC(=O)CCC(=O)Nc2nnc(C(F)(F)F)s2)c1	-4.9	19	96	12	-1	1	6	0	-3.8
COCCC(=O)N1CCCC(C(=O)c2ccc(C(F)(F)F)cc2)C1 (stereo not drawn)	-1.9	-5	116	-7	7	-1	-1	-18	-2.9

Grouped by structure: the entries above with sulfur.
SMILES	VIM-2 inhibitor	NALP1 inh	MEKK2wt PB1 HTS	UBC9 SUMO inh	MEKK2 mut-MEK5	HCV NS3 hel inh	PfM18AAP inh	FID counter	IMP-1 inhibitor
COc1ccccc1CNC(=O)c1csc(Cc2ccc(Cl)cc2)n1	1.1	16	100	8	-2	-12	3	-19	-0.5
Cc1c(C(=O)NCCSCc2c(F)cccc2Cl)cnn1-c1ccc(F)cc1	-0.5	27	87	-9	-14	-5	3	-38	-3.2
CN=C(Nc1ccc(C(=O)OC)s1)c1ccc(Cl)cc1	-1.6	-11	58	1	-13	-7	0	-2	-1.9
COc1ccc(OC)c(NC(=O)CCC(=O)Nc2nnc(C(F)(F)F)s2)c1	-4.9	19	96	12	-1	1	6	0	-3.8

The results go on.
SMILES	VIM-2 inhibitor	NALP1 inh	MEKK2wt PB1 HTS	UBC9 SUMO inh	MEKK2 mut-MEK5	HCV NS3 hel inh	PfM18AAP inh	FID counter	IMP-1 inhibitor
Cc1ccc(S(=O)(=O)/C(C#N)=C/c2c(N3CCOCC3)nc3ccccn3c2=O)cc1	0.3	27	nt	-8	nt	-5	0	-14	0.4
CC1CCCC(NC(=O)COC(=O)COc2ccc(Cl)cc2)C1C (stereo not drawn)	-3.2	3	96	13	-2	-1	2	-18	-3.7
O=C1CN(C(=O)CSc2nc(-c3ccccc3)cs2)c2ccccc2N1	0.3	23	101	-15	0	-5	1	-19	-2.7
Cc1cc(C)c[n+](-c2[nH]c(=O)sc2/C=N/N=C(\[O-])c2cccnc2)c1	-0.6	21	97	-1	-6	36*	11	-2	1.7
Cc1ccc(C)c(N2C(=O)CC(Cc3ccccc3)C2=O)c1 (stereo not drawn)	-1.2	20	108	8	7	-9	-12	-8	-2.0
CC(=O)NCCC(=O)Nc1nc(-c2ccc3ccccc3c2)cs1	-4.4	12	98	6	1	-4	2	-27	-2.6
COc1cccc(OC)c1C(=O)NC(=S)Nc1ccc2oc(=O)ccc2c1	1.4	12	94	-6	-1	-6	-5	3	0.4
CN(C)c1ccncc1C(=O)Nc1ccc(F)cc1F	-1.1	21	94	15	-6	10	7	0	1.7
Cc1ccc(S(=O)(=O)NCC(=O)OCC(=O)c2cccs2)cc1	-1.1	-13	103	-1	0	8	-12	-2	0.9
CC(NC(=O)COc1ccc(Br)cc1)C(=O)O (stereo not drawn)	-2.2	17	100	20	1	-1	4	5	-3.0
CC(=O)C1=C(C)NC(SCC(=O)c2ccc(Cl)cc2)=C(C#N)C1c1ccco1 (stereo not drawn)	0.2	-10	84	28	-6	9	3	3	-2.4
CCOC(=O)c1cnc(SCC(=O)N2CCN(c3ccccc3)CC2)nc1N	-2.9	nt	102	-2	-4	-6	3	-18	-7.1
Cc1c(C#N)c(O)[nH]c(=O)c1N=Nc1ccc(Cl)c(C(=O)O)c1	-0.7	5	108	2	5	5	-2	-2	-3.0
Cc1ccc([N+](=O)[O-])c(-c2n[nH]c(=S)n2-c2cccc(Cl)c2)c1	-4.5	6	102	-2	5	-4	4	1	-3.4
COc1ccccc1CC(=O)NC1CC(C)(C)NC(C)(C)C1	-2.5	12	nt	17	nt	8	-2	1	-2.9
Cc1cc2ccccc2n1CCNC(=O)c1ccccc1	-0.9	-7	75	-12	-33	-12	2	-12	-1.6
COc1cc(Cl)c(C)cc1NC(=O)CCNC(=O)c1ccco1	-2.3	2	107	12	4	-2	1	-16	-2.9
COc1ccc2[nH]c3c(c2c1)CCN1C(=O)N([C@@H](C)C(=O)NCCc2ccc(F)cc2)C(=O)[C@]31C	-5.3	-4	109	-4	8	-27	2	-34	-4.2
FC(F)(F)c1cc(-c2ccccc2)nc(NCc2cccs2)n1	-2.9	35	102	-17	-1	-11	-4	-8	-3.5
Cc1ccc(C(=O)NNC(=O)Cc2ccccc2)cc1	-4.1	-2	103	22	3	-4	9	-2	-5.1
Cc1nn(C(=O)CN2C(=O)c3ccccc3C2=O)c(C)c1Br	-3.6	-6	101	-4	4	-3	-1	1	-5.1
COc1ccc(/C=C\c2onc(C)c2S(=O)(=O)N2CCC(C(=O)NCCC(C)C)CC2)cc1	-1.5	-2	97	5	4	3	-5	-7	-1.3
CCc1ccccc1NC(=O)c1nnn(CC(=O)Nc2ccccc2C)c1N	-0.3	7	nt	24	nt	-7	0	-5	-2.0
N#Cc1ccsc1NC(=O)COC(=O)CCCSc1nc2ccccc2s1	-2.0	-5	94	2	0	23	-2	-17	-5.3
CC(=O)Nc1ccc(S(=O)(=O)NC(C)CCc2ccccc2)cc1 (stereo not drawn)	3.3	12	103	7	0	-7	-15	-13	0.6
CCCN1C(=O)COc2ccc(C(=O)c3ccccc3C(=O)O)cc21	2.6	23	93	18	-2	0	4	-17	-1.6
C=CCOc1ccccc1CNc1ccc2c(c1)OCCO2	-1.6	-10	89	19	-15	-22	9	-2	-0.5
Cc1ccc(-c2cc(C(F)F)n3ncc(C(=O)Nc4c(C)nn(Cc5c(Cl)cccc5Cl)c4C)c3n2)cc1	-3.8	-1	96	28	1	0	3	-5	-3.2
CC(=O)c1ccc(NC(=O)CCNS(=O)(=O)c2cc(Br)cnc2N)cc1	-5.4	0	104	3	0	-2	-3	-11	-0.5
CCN(CC)CCN(C(=O)c1ccc2ccccc2c1)c1nc2ccc(OC)cc2s1	-2.0	16	127	7	14	-53	-3	6	-3.1
Cc1cc(N2CCN(C)CC2)ccc1NC(=O)c1cccc(S(=O)(=O)N2CCc3ccccc3C2)c1	-1.2	24	195*	-1	5	-82	0	15	-1.8
CC(C)OC(=O)Cn1c(=O)sc2ccccc21	-0.8	5	97	14	-5	2	-2	7	-2.5
COc1cc(/C=C/c2nnc3c4ccccc4ncn23)cc(OC)c1OC	0.4	23	96	16	0	-11	0	-16	0.4
O=C(CNCc1ccccc1Cl)NCc1ccco1	-1.4	32	101	33	-1	-7	5	0	-2.5
O=C(CCC(=O)Nc1ccccc1)NNC(=O)C(c1ccccc1)c1ccccc1	-0.1	17	93	18	-2	-4	4	-3	-0.2
O=C(O)CCC(=O)NNC(=O)c1ccc(-c2ccccc2)cc1	-3.4	21	102	-4	0	8	1	-1	-1.7
O=c1[nH]c(Nc2ccc3c(c2)OCCO3)nnc1Cc1ccc(Cl)cc1	-3.1	13	106	-7	3	2	3	0	-2.4
CCn1c2ccccc2c2cc(CNCc3ccc(OC)cc3OC)ccc21	-6.6	23*	170*	-4	17	-63	2	27	-2.3
COc1ccccc1Oc1ccc(NC(=O)c2ccccc2C)cc1	-1.9	-12	91	0	-7	-4	0	-19	-0.9
CCC(C)NC(=O)c1nn(C)c(=O)c2ccccc12 (stereo not drawn)	-1.9	-19	nt	6	nt	9	-1	0	-2.3
Cc1ccc(-n2ncc(C(=O)O)c2C2CCN(C(=O)OC(C)(C)C)CC2)cc1	8.4*	6	107	18	4	18	-11	-42	2.0
COc1ccc([N+](=O)[O-])cc1C1NN=C(c2cccc3ccccc23)S1 (stereo not drawn)	-0.1	6	99	14	0	3	0	-1	-1.2
COc1ccccc1OCCCn1c(C)c(C#N)c2ccccc21	0.7	16	106	-23	2	-1	-1	-4	-0.9
CCOc1cc(CNCC(O)c2ccccc2)cc(Cl)c1OC (stereo not drawn)	-1.8	3	115	3	0	-16	-1	8	-4.2
CCN(CC)CCN1C(=O)C(O)=C(C(=O)c2cccs2)C1c1ccc(C)o1 (stereo not drawn)	0.3	3	99	20	1	15	9	-5	3.2
CCN1CCN(CCCNC(=O)c2cn(CCOC)c(=O)c3c2c2ccccc2n3C)CC1	4.5	31	103	6	4	2	9	15	-3.0
CC(C)CCn1cnc2c1c(=O)[nH]c(=O)n2Cc1ccccc1	-1.3	23	102	2	0	-2	-3	-16	-1.8
CCCCc1c(C)c2ccc(OC)c(/C(C)=N\O)c2oc1=O	-3.2	-8	nt	4	nt	-2	5	-14	-2.9
COc1ccc(-c2nn(CCC(=O)O)cc2/C=C/C(=O)O)cc1[N+](=O)[O-]	0.3	36	92	15	-2	-1	-6	5	-1.2
COc1ccc(Oc2coc3cc(OCC(=O)N4CCCCC4)ccc3c2=O)cc1	-1.4	35	99	16	-1	27	2	-34	0.8
Cc1ccc(CNC(=O)c2ccc(N(C)C)cc2)cc1	-2.4	-23	96	9	1	1	2	-5	-2.1
COc1ccc(NC(=O)COC(=O)CNS(=O)(=O)c2ccc(C)cc2)c(OC)c1	-2.6	20	99	18	-1	1	0	-14	-2.1
CCOC(=O)C1(CCOC)CCN(C(=O)Cc2ccc3ccccc3c2)CC1	-1.7	6	100	10	6	-15	-2	-32	-1.8
Cc1ccc(Cl)cc1NS(=O)(=O)c1c(C)[nH]c(=O)[nH]c1=O	-3.1	40	94	13	0	4	-5	-5	-1.1
CC(Oc1cc2oc(=O)c3c(c2cc1Cl)CCC3)C(=O)NCCN1CCOCC1 (stereo not drawn)	13*	-2	98	12	-1	-1	1	-16	-3.7
